# PNC inhibitor – blocks assembly of the perinucleolar compartment | 3.1% of 140,000 active | PC3M PTB-GFP, PNC prevalence imaging, 16 h; active compounds read low | activity change (PNC), negative = inhibition, % at 10 µM;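 active means readout at or below -70, meaning at least 70% loss of cells showing the perinucleolar compartment, a nuclear body marking cancer cells; inconclusive means readout between -30 and a set limit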;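 further: plate controls were DMSO wells for no effect and camptothecin positive control wells for full effect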
#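 Compounds are pinned in duplicate onto adhered PC3M cells stably expressing GFP-tagged PTB and incubated 16 h at 37 C. Cells are then fixed, nuclei stained with Hoechst, and PNC-positive cells counted.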
# ALOX12 inhib – 12-hLO (ALOX12) enzyme inhibition | P18054 | purified 12-hLO, xylenol orange hydroperoxide absorbance | Potency, µM (top dose mostly 57.1 µM), for inactives: at the top dose activity change, negative = inhibition, usual class: inhibitors | 0.12% of 150,000 active; further: potency means the concentration at half of the fitted maximal effect; nearly all actives have a fitted effect of over 55% in size; many of its hits are not listed in these tables
# Target sequence (P18054 whole entry, looked up): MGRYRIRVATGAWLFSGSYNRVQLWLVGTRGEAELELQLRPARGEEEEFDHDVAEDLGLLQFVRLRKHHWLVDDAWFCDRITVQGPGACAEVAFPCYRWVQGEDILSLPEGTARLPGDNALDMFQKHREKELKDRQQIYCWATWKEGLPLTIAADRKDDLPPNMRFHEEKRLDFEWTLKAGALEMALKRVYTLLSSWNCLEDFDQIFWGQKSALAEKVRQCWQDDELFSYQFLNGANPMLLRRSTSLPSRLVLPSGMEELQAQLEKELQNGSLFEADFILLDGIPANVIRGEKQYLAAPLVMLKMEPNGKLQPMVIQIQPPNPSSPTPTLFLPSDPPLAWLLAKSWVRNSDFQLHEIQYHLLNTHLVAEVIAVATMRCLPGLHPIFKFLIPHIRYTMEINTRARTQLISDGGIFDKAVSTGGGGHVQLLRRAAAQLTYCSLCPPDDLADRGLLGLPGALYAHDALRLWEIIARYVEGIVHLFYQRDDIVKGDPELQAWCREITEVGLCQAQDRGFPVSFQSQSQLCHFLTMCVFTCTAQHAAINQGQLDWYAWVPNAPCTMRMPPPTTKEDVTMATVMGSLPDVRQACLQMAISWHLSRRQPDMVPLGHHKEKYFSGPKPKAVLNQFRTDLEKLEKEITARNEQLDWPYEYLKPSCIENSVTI
#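 Hydroperoxide output read as Fe(III)-xylenol orange absorbance, 573-to-405 nm ratio, after 30 min reaction with 40 uM arachidonic acid. Enzyme: 150 nM purified human 12hLO, 15 min compound preincubation; 25 mM Hepes pH 7.0, room temperature.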
# IMPase cell inh – IMPase inhibition in cells. AID 901. P97697. CHO-M1 cells, IP1 accumulation, HTRF TR-FRET ratio. 120,000 tested, under 10 active. inhibition (IP1 accumulation), % at 46.1 µM; active means well fitted curve in the direction sought with a large enough effect in the signal ratio, not every such curve was filed as active; inconclusive means small, poorly fitted or top-dose-only effect, or a change in a side signal; inactive means no such curve, though single readings can be large or run the other way; the % refers to the signal ratio;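 further: cells stimulated with carbachol in lithium chloride buffer; plate controls were DMSO basal wells for no effect and reference inhibitor wells for full effect; higher means more IMPase inhibition seen as more IP1 and lower FRET ratio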
# Target sequence (P97697 whole entry, looked up): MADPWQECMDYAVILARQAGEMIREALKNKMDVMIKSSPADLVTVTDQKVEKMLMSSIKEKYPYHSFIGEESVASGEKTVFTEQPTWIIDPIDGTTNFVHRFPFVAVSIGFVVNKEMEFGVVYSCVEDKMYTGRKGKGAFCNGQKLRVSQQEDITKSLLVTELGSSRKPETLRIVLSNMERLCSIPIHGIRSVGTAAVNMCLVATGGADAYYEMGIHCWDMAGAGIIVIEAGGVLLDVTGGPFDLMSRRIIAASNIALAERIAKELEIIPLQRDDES
#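 CHO-M1 cells (CHO stably expressing M1 receptor), compound up to 46 uM final, stimulated with carbachol (50 uM as added) in buffer with 50mM LiCl, pH 7.4, 30 min at 37C. Cytosolic IP1 read by TR-FRET; AC50 from Hill fits.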
# 15-hLO-2 inh – inhibitors of human 15-lipoxygenase 2 (ALOX15B). O15296. purified 15hLO-2, xylenol orange hydroperoxide absorbance. Potency, µM (series often up to 57.1 µM), for the others: at the top dose activity change, negative = inhibition, usual class: inhibitors. 0.56% of 110,000 active. AID 881; further: potency means the concentration at half of the fitted maximal effect; nearly all actives have a fitted effect of over 60% in size; many of its hits are not listed in these tables
#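 Screening format was qHTS against 50 nM purified 15hLO-2 in Hepes pH 7.5 with detergent. Activity follows hydroperoxide formation from 45 uM arachidonic acid, measured as 573:405 nm absorbance ratio of the ferric-xylenol orange complex.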
# An asterisk follows results filed as active; ? = inconclusive; . = not tested or not shown; [ ] = dose if it differs, or a comment. Unless noted, the call rests on the fitted dose curve; in most records, active means well fitted curve in the direction sought with a large enough effect; inconclusive means small, poorly fitted or top-dose-only effect, or another doubt; inactive means no such curve, though single readings can be large; an effect the other way counts as inactive or inconclusive. Unless noted, on the % scale 0 is the no-effect control and ±100 the full control effect.
# Assay codes: A = PNC inhibitor; B = ALOX12 inhib; C = IMPase cell inh; D = 15-hLO-2 inh
O=C(Nc1ccccn1)c1ccc(NC(=O)c2ccco2)cc1
  A = ?; B = -4%; C = -9; D = 4%
COc1ccc(N(CC(=O)NN=C2CCCC2)S(=O)(=O)c2ccccc2)cc1Cl
  A = 10; B = -5%; C = .; D = .
O=C(Nc1ccc(-c2nc3cccnc3s2)cc1)c1ccco1
  A = -10; B = -2%; C = 0; D = -4%
CCc1ccc2[nH]c3nc(SCC(=O)NNC(=O)c4ccc(C(C)(C)C)cc4)nnc3c2c1
  A = 21; B = 4%; C = -6; D = -26%
Cc1ccn2cc(CNC(=O)c3ccc(Br)o3)nc2c1
  A = -19; B = -3%; C = 0; D = 27%
CCSc1nnc(NC(=O)C2Cc3ccccc3CN2C(=O)c2ccco2)s1 (stereo not given)
  A = -13; B = -8%; C = 2; D = -28%
CC(SC1CCCC1)C(=O)Nc1ccnn1C(C)C (stereo not given)
  A = -17; B = -1%; C = 0; D = -1%
COc1ccnc(Oc2ccc3ccccc3c2)c1C#N
  A = 3; B = 7%; C = 3; D = 10%
CCn1c(SCC(=O)Nc2ncc(C(F)(F)F)cc2Cl)nnc1-c1cccc(C)c1
  A = ?; B = -4%; C = -2; D = .
O=C1CSc2nc3ccccc3n21
  A = 45; B = 2%; C = -2; D = -7%
NC1(N)OC(CN2C(=O)c3ccccc3C2=O)CS1 (stereo not given)
  A = 3; B = -6%; C = -6; D = -2%
CC(=O)SC[C@@H](Cc1ccccc1)C(=O)NCC(=O)OCc1ccccc1
  A = .; B = -2%[25.6 µM]; C = 2[20.6 µM]; D = 3%[25.6 µM]
Cc1ccc(C)c(-n2nnnc2SCC(=O)c2ccc3c(c2)NC(=O)CO3)c1
  A = -11; B = -25%; C = -8; D = -23%
CC1(C)Cc2c(C#N)c(N)sc(=S)c2CO1
  A = 12; B = -7%; C = -3; D = ?
COC(=O)CNc1nc(-c2cccnc2)nc2ccccc12
  A = -14; B = 0%; C = 2; D = 0%
CC(=O)O[C@H]1CC[C@]2(C)C(=CC[C@H]3[C@H]4C[C@H]5O[C@]6(CC[C@H](C)CN6)[C@H](C)[C@@H]5[C@]4(C)CC[C@@H]32)C1
  A = .; B = 3%[11.4 µM]; C = .; D = 4%[11.4 µM]
COc1ccc(-c2nc(CS(=O)CC(=O)NCc3ccco3)c(C)o2)cc1OC (stereo not given)
  A = 42; B = -3%; C = 2; D = -2%
CCOC(=O)N1CCN(C(=O)CCSc2ccc(Cl)cc2)CC1
  A = -10; B = -1%; C = 0; D = .
COc1ccc(N2CCN(C(c3ccccc3OC)c3nnnn3C3CCCC3)CC2)cc1 (stereo not given)
  A = -7; B = -10%; C = 1; D = -15%
O=S(=O)(Nc1ccc(N2CCCCC2)cc1)c1ccc(F)c(F)c1
  A = 40; B = -6%; C = .; D = .
CC(=O)C1C(c2ccc(F)cc2)NC(=O)NC1(O)C(F)(F)F (stereo not given)
  A = 88; B = -8%; C = 7; D = -15%
COCCOc1ccc(C(F)(F)F)cc1NC(=O)c1ccccc1F
  A = ?; B = -3%; C = .; D = .
CCc1nnc(NS(=O)(=O)c2ccc(N3C(=O)C4CC=C(Cl)CC4C3=O)cc2)s1 (stereo not given)
  A = 21; B = 1%; C = -5; D = 0%
CCOC(=O)CC(NC(=O)c1cc2cccc(OC)c2oc1=O)c1cccc([N+](=O)[O-])c1 (stereo not given)
  A = 1; B = 0%; C = 5; D = .
Cc1noc(/C=C/N(C)C)c1S(=O)(=O)N1CCCC(C(=O)NCc2cccs2)C1 (stereo not given)
  A = ?; B = 0%; C = 3; D = 1%
O=C(NC1(C(F)(F)F)N=C(c2ccccc2)NC1=O)c1ccccc1F (stereo not given)
  A = -8; B = 3%; C = .; D = .
O=C(Nc1cccnc1)c1ccc(NC(=O)c2ccco2)cc1
  A = -23; B = 0%; C = 4; D = 9%
O=C(c1ccc(F)cc1)N1C2CCC1CC(O)(c1ccccc1F)C2 (stereo not given)
  A = -13; B = -7%; C = 7; D = 0%
COc1ccc(C2(CNC(=O)c3ccco3)CCOCC2)cc1
  A = 11; B = 6%; C = 4; D = -1%
COC(=O)CCc1sc(NC2CCCCC2)nc1-c1ccc(OC)cc1
  A = -8; B = -9%; C = .; D = .
CC(C)C(=O)NC(NCC1CCCO1)C(Cl)(Cl)Cl (stereo not given)
  A = -9; B = 3%; C = -3; D = 16%
CN(C1CCCCC1)S(=O)(=O)c1ccc(Cl)c(C(=O)O)c1
  A = ?; B = 0%; C = -2; D = -3%
CC(C)(C)n1ncc2c(=O)n(CC(=O)NC3CCCCC3)cnc21
  A = -19; B = -7%; C = -2; D = 6%
CC(=O)c1sc2ccccc2c1OC(=O)c1ccco1
  A = -21; B = -7%; C = 7; D = 2%
Cc1cc(NC(=O)CCCS(=O)(=O)c2nc(-c3cccs3)cc(C(F)(F)F)n2)no1
  A = ?; B = -6%; C = -3; D = -5%
COc1ccc(CNC(=O)CSc2nc3ccc(N)cc3s2)cc1
  A = -25; B = 0%; C = .; D = .
CC(C)C(C)/C=C/C(C)C1CCC2C3=CCC4CC(=O)CC[C@@]4(C)C3CC[C@]21C (stereo not given in full)
  A = .; B = -3%; C = .; D = 4%
CC(=O)N1CCN(CC(=O)Nc2ccccc2Sc2ccccc2)CC1
  A = -18; B = -3%; C = .; D = .
CCCn1cnc2c(c1=O)c1nc3ccccc3nc1n2CCc1ccccc1
  A = 0; B = -3%; C = -11; D = -8%
CCOC(=O)c1c(C)c(C(=O)NCc2ccccn2)c(C)n1CC
  A = 53; B = 3%; C = 4; D = 26%
COc1ccc(-n2c(C)nn(C)c2=O)c(OC)c1
  A = 63; B = 7%; C = -6; D = .
Cc1nn(-c2ccc(F)cc2)c2c1cc(C#N)c1nc3ccccc3n12
  A = ?; B = 13%; C = 4; D = -10%
O=C1NN(c2ccc(F)cc2)C(=O)/C1=C\C=C\c1ccco1
  A = -21; B = -9%; C = .; D = .
COC(=O)[C@@H]1[C@@H](C)OC(=O)N[C@H]1c1ccccc1
  A = 56; B = -2%; C = .; D = .
O=C1COc2ccc(C(=O)c3ccccc3)cc2CN1
  A = 16; B = -1%; C = -8; D = 2%
Cc1sc2nc(CN(Cc3cccs3)C(=O)C3CC3)[nH]c(=O)c2c1C
  A = 34; B = -7%; C = -8; D = -2%
COC(=O)N/N=C/c1cn(CCCOc2ccc(C)cc2)c2ccccc12
  A = 26; B = -3%; C = .; D = .
CC1CCCC(NC(=O)Nc2cccs2)C1C (stereo not given)
  A = ?; B = -16%; C = -3; D = -23%
NC(Cn1ccc(=O)c(O)c1)C(=O)O (stereo not given)
  A = .; B = -3%; C = .; D = -3%
CCOc1ccc(CCNC(=O)COC(=O)/C=C/c2ccc(OCC#N)c(OC)c2)cc1OCC
  A = ?; B = 1%; C = .; D = .

# Grouped by structure, the compounds so far with an aryl thioether with sulfur outside any ring
# Assay codes: A = PNC inhibitor; B = ALOX12 inhib; C = IMPase cell inh; D = 15-hLO-2 inh
CCc1ccc2[nH]c3nc(SCC(=O)NNC(=O)c4ccc(C(C)(C)C)cc4)nnc3c2c1
  A = 21; B = 4%; C = -6; D = -26%
CCSc1nnc(NC(=O)C2Cc3ccccc3CN2C(=O)c2ccco2)s1 (stereo not given)
  A = -13; B = -8%; C = 2; D = -28%
CCn1c(SCC(=O)Nc2ncc(C(F)(F)F)cc2Cl)nnc1-c1cccc(C)c1
  A = ?; B = -4%; C = -2; D = .
Cc1ccc(C)c(-n2nnnc2SCC(=O)c2ccc3c(c2)NC(=O)CO3)c1
  A = -11; B = -25%; C = -8; D = -23%
CCOC(=O)N1CCN(C(=O)CCSc2ccc(Cl)cc2)CC1
  A = -10; B = -1%; C = 0; D = .
COc1ccc(CNC(=O)CSc2nc3ccc(N)cc3s2)cc1
  A = -25; B = 0%; C = .; D = .
CC(=O)N1CCN(CC(=O)Nc2ccccc2Sc2ccccc2)CC1
  A = -18; B = -3%; C = .; D = .

# (cont.)
# Assay codes: A = PNC inhibitor; B = ALOX12 inhib; C = IMPase cell inh; D = 15-hLO-2 inh
CC(C)c1[nH]nc2c1C1(CCN(Cc3ccccc3)CC1)C(C#N)=C(N)O2
  A = -13; B = -8%; C = 6; D = 1%
CCCn1c(N)c(N(C)C)c(=O)n(CC(=O)Nc2ccc(OC(F)(F)F)cc2)c1=O
  A = 31; B = 1%; C = 9; D = 1%
Cn1c(N)c(C(=O)CSc2ccccn2)c(=O)n(C)c1=O
  A = ?; B = 0%; C = .; D = .
Cc1ccn(Cc2n[nH]c(=S)n2Cc2ccccc2)n1
  A = ?; B = -2%; C = 3; D = -2%
CC1(C)CC(c2csc(N)n2)CCO1 (stereo not given)
  A = 10; B = 5%; C = -2; D = -2%
COc1ccccc1-c1c(C(F)(F)F)oc2cc(OC(=O)c3ccccc3[N+](=O)[O-])ccc2c1=O
  A = ?; B = -11%; C = 0; D = 5%
CN(C)Cc1ccccc1
  A = .; B = -2%; C = .; D = -9%
COc1ccc(-n2c(=O)cc(N3CC(C)OC(C)C3)[nH]c2=O)cc1 (stereo not given)
  A = 3; B = 0%; C = -6; D = -2%
Cc1ccc(NCc2nnc(SCC(=O)OC3CCCCC3)o2)c(C)c1
  A = -24; B = -15%; C = 3; D = 14%
Cc1c(C(=O)O)sc2ncn(C)c(=O)c12
  A = -5; B = 5%; C = 11; D = -1%
O=S(=O)(c1ccccc1)c1nc(-c2ccco2)oc1NCCN1CCOCC1
  A = 27; B = 0%; C = 5; D = -13%
C=CCn1c(C)cc(C2=NNC(=NCC)SC2)c1C
  A = 33; B = -5%; C = .; D = .
CC(C)CN1CN(S(=O)(=O)c2cccs2)c2nc3ccccc3nc21
  A = 0; B = -2%; C = 2; D = -8%
COC(=O)COc1ccc(S(=O)(=O)Nc2ccc(NC(C)=O)cc2)cc1C
  A = -10; B = -2%; C = -10; D = 3%
COc1cccc(Nc2ncnc3c2cnn3C)c1
  A = 4; B = 3%; C = -3; D = 8%
O=C(CN1CCC(c2nc3ccccc3s2)CC1)NCc1ccccc1
  A = ?; B = -5%; C = .; D = .
Nc1ccc(N2CCN(C(=O)c3ccco3)CC2)cc1
  A = ?; B = ?; C = 11; D = .
COc1ccc(OCC(O)CN2C(=O)NC(C)(C)C2=O)cc1 (stereo not given)
  A = 22; B = -9%; C = 1; D = 0%
COC(=O)C(Cc1c[nH]c2ccccc12)NC(C)=O (stereo not given)
  A = -24; B = 0%; C = .; D = .
Cc1cc(C(=O)CN2C(=O)NC3(CCCCC3)C2=O)c(C)n1Cc1ccc2c(c1)OCO2
  A = 32; B = -9%; C = 1; D = -19%
Cc1ccnc(Nc2nc(-c3c(C)nc4sccn34)cs2)c1
  A = 12; B = -9%; C = 11; D = 43%[activator]
Cc1ccc(OCC(=O)Nc2ccc(N3CCCC3)cc2)cc1C
  A = 27; B = -5%; C = 17; D = 8%
O=C(CSc1nc2ccccc2s1)Nc1nccs1
  A = 41; B = -6%; C = 6; D = 0%
COc1cc([N+](=O)[O-])ccc1-c1ccc(C(=O)Nc2ccc(NC(C)=O)cc2)o1
  A = 58; B = -9%; C = .; D = .
CCCOc1cccc(C(=O)Nc2cccc(NC(=O)c3ccco3)c2)c1
  A = 23; B = -7%; C = 8; D = -2%
Cc1cccc(N2CCN(C(=O)c3cc4c(=O)n(C)c5ccccc5c4n3C)CC2C)c1 (stereo not given)
  A = 25; B = -5%; C = 13; D = 18%
O=C(CNC(=O)c1cccc(F)c1)N/N=C/c1ccc(O)c([N+](=O)[O-])c1
  A = -20; B = 1%; C = 6; D = .

# Screening results as filed in PubChem.

# This is a subset, so the mix of outcomes need not match the whole.
